TRb SRC2 PPI – qHTS for Inhibitors of the Interaction of Thyroid Hormone Receptor and Steroid Receptor Coregulator 2; TRbeta-SRC2 peptide binding, fluorescence polarization; receptor liganded with 1 µM T3; Thyroid hormone receptor beta (Homo sapiens), P10828; AID 1469, 2008; Potency, µM (highest dose often 106 µM), without a hit: top-dose activity change, negative = inhibition, actives largely listed as inhibitors; 280,000 compounds, 0.065% hits; active = well fitted inhibition curve with a large enough effect; inconclusive = small, poorly fitted or top-dose-only effect, or effect the other way;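 also: plate controls were bound peptide for no effect and peptide without receptor for full effect; nearly all actives have a fitted effect of over 50% in size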
Target sequence (P10828 whole entry, looked up): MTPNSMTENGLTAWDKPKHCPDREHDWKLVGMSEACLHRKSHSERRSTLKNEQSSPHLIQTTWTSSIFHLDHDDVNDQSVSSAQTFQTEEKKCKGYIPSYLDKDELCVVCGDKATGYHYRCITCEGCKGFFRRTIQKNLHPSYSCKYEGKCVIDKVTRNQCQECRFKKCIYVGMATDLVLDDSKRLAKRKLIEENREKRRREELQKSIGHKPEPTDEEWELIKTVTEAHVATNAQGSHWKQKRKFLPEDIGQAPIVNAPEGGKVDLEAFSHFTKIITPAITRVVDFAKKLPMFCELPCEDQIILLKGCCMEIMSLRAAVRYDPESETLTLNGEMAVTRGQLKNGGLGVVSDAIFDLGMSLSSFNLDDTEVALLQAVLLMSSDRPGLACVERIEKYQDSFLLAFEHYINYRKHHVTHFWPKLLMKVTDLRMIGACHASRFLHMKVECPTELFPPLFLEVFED
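Each compound concentration gave % activity, normalized to unbound and bound Texas Red SRC2 controls, from polarization read after 5 hr ambient incubation with T3-loaded human TRb LBD.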
LMNA splice mod – qHTS Assay for Modulators of Lamin A Splicing | HeLa LMNA splicing GFP/RFP minigene ratio, 48 h | Potency, µM (series often up to 46.1 µM), for the others: at the top dose ratio change, negative = inhibition, usual class: inhibitors | 200,000 compounds, 0.01% hits | AID 1487, 2009; active = well fitted inhibition curve with a large enough effect in the signal ratio, with a control signal flat, not every such curve was filed as active; inconclusive = small, poorly fitted or top-dose-only effect, or effect the other way, or a change in a side signal; the % refers to the signal ratio
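S3 HeLa cells stably expressing lamin A-EGFP splicing minigene plus DsRed2, 600 cells/well, 48 h compound exposure at 37C. Laser-scanning cytometry; analysed as GFP (500-530 nm)/RFP (575-640 nm) total intensity ratio; 0.5% DMSO vehicle.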
TR SRC2 fluor cs – Total Fluorescence Counterscreen for Inhibitors of the Interaction of Thyroid Hormone Receptor and Steroid Receptor Coregulator 2 | TRb/SRC2 Texas Red total fluorescence interference | 280,000 compounds, 0.29% hits | Potency, µM (titrated, usually from 106 µM), inactives show at the highest dose fluorescence change, negative = quenching; active = well fitted curve in either direction with a large enough effect; inconclusive = small, poorly fitted or top-dose-only effect
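Human TRb ligand-binding domain at 0.6 uM with 20 nM Texas Red SRC2 peptide in Tris buffer containing 1 uM T3 and 5% DMSO, incubated with compound 5 h at ambient temperature. Total fluorescence (555/632 nm) calculated as parallel + 2 × perpendicular.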
Active calls of the source: *; ? = inconclusive; [ ] = another dose, or the depositor's remark. Unless noted, % is scaled to controls: 0 for no effect and ±100 for the full control effect; potency is read from the fitted curve at half-maximal effect.

#1 COc1ccc(N2C(=O)CCSC23C(=O)N(Cc2ccc(F)cc2)c2ccccc23)cc1Cl (stereo unspecified)
#2 Cc1ccc(NC(=O)Cn2nnc(C(=O)NCCc3ccccc3)c2N)cc1C
#3 O=C(Nc1ccccc1)C1CCN(S(=O)(=O)c2ccc3c(c2)CCCN3C(=O)C2CCC2)CC1
#4 CCOc1ccc(C(=O)Nc2ccc3nc(SCc4ccccc4)sc3c2)cc1
#5 Cc1cccc(Nc2ncnc3onc(-c4ccc(Cl)cc4)c23)c1C
#6 Cc1c(Cl)cccc1-n1nc(C)c2c(C)cc(=O)n(CC(=O)NCc3ccccc3)c21

Compound,1,2,3,4,5,6
TRb SRC2 PPI,-2.4%,-2.1%,-0.8%,6.4%,-4.0%,2.7%
LMNA splice mod,?,-6.8%[46 µM],5.3%[46 µM],?,-22.8%[46 µM],?
TR SRC2 fluor cs,-2.6%,-5.3%,0.1%,6.9%,-0.5%,2.4%

#7 CC(=O)N1CCCc2cc(S(=O)(=O)NCc3ccccc3Cl)ccc21
#8 Cc1cc(S(=O)(=O)NCC(c2ccco2)S(=O)(=O)c2ccccc2)ccc1F (stereo unspecified)
#9 Cc1cc(Cl)ccc1NC(=O)C1CCN(S(=O)(=O)c2ccc3[nH]c(=O)ccc3c2)CC1
#10 CCOc1ccc(-n2c(SCC(=O)c3ccccc3)nc3c([nH]c4ccccc43)c2=O)cc1
#11 CCOc1ccc(NS(=O)(=O)c2ccc3[nH]c4c(c3c2)CCCC4)cc1
#12 CCN(CC)C(=O)c1sc2c(c1C)c(=O)n(-c1ccc(C)c(C)c1)c(=O)n2CC(=O)Nc1ccc(OC)cc1OC

Compound,7,8,9,10,11,12
TRb SRC2 PPI,-5.7%,-2.1%,-3.9%,-1.6%,2.1%,4.7%
LMNA splice mod,3.6%[46 µM],-10.4%[46 µM],?,?,?,14.1%[46 µM]
TR SRC2 fluor cs,5.9%,0.5%,-0.5%,2.5%,3.9%,-1.4%

#13 CCCOc1ccc(-c2cccc(NS(=O)(=O)c3cccs3)c2)nn1
#14 CCc1ccc(C2=C(C)C(N3CCC(C(=O)NCc4ccc(C)o4)CC3)=NS2(=O)=O)cc1
#15 Cc1ccc2c(=O)c(C(=O)c3ccc(Cl)cc3)cn(CC(=O)NC3CCCCC3)c2n1
#16 CC(=O)c1ccc(NC(=O)CSc2nc(=O)n(Cc3ccncc3)c3c2CCC3)cc1
#17 Cc1cccc(N2CCN(S(=O)(=O)c3ccc4c(c3)C(C(C)C)C(=O)N4)CC2)c1C (stereo unspecified)
#18 Cc1ccc2c(c1)c(=O)c(C(=O)c1ccncc1)cn2CC(=O)Nc1ccccc1Cl

Compound,13,14,15,16,17,18
TRb SRC2 PPI,-0.8%,3.5%,1.8%,-3.7%,0.5%,5.8%
LMNA splice mod,3.4%[46 µM],14.1%[46 µM],8.4%[46 µM],?,-11.4%[46 µM],6.1%[46 µM]
TR SRC2 fluor cs,-2.9%,-4.1%,0.7%,0.2%,-3.7%,-12.4%

#19 CNC(=O)c1sc2ncccc2c1-n1cccc1
#20 CCOc1ccc(-c2cc(C(=O)NCc3ccc(C)cc3)c3ccccc3n2)cc1
#21 Cc1nn(S(=O)(=O)c2ccc(F)cc2)c(C)c1S(=O)(=O)N1CCC(C)CC1
#22 CCOC(=O)Cn1c(=O)n(-c2ccccc2OC)c2nc(-c3ccccc3C)nc(C(N)=O)c21
#23 COc1ccc(C(=O)N2CCN(Cc3cc(=O)n4nc(-c5ccccc5C)sc4n3)CC2)cc1OC
#24 COc1cccc(-c2nc(SCc3cc(=O)c4ccc(C)c(C)c4[nH]3)n[nH]2)c1

Compound,19,20,21,22,23,24
TRb SRC2 PPI,8.9%,5.1%,-1.1%,1.1%,-13.2%,2.0%
LMNA splice mod,-8.5%[46 µM],0.7%[46 µM],-1.2%[46 µM],8.9%[46 µM],?,1.2%[46 µM]
TR SRC2 fluor cs,4.8%,-2.7%,1.6%,-3.2%,-0.4%,-0.3%

#25 COc1cccc(CNS(=O)(=O)c2ccc(N3CCCCS3(=O)=O)cc2)c1
#26 Cc1ccc(Cl)cc1-n1c(=O)cc(N2CCN(c3ccc(F)cc3)CC2)[nH]c1=O
#27 Cc1ccc(NC(=O)CCn2c(=O)c3cccn3c3ccccc32)cc1C
#28 Cc1ccc(CN2CCc3nc(N4CCN(c5ccccc5F)CC4)ncc3C2)cc1C
#29 Cc1cccc(-c2nc3c4ccccc4n(CC(=O)Nc4cc(F)ccc4F)c(=O)n3n2)c1
#30 COc1ccc(-n2ncc3c(NCCCOC(C)C)ncnc32)cc1

Compound,25,26,27,28,29,30
TRb SRC2 PPI,1.8%,0.9%,8.9%,2.0%,0.7%,7.7%
LMNA splice mod,0.7%[46 µM],-11.3%[46 µM],-7.5%[46 µM],11.1%[46 µM],14.3%[46 µM],?
TR SRC2 fluor cs,-0.8%,0.2%,-22.1%,-3.4%,-1.7%,-2.7%

Brought forward from above: 2 compounds; new compounds follow.
#29 Cc1cccc(-c2nc3c4ccccc4n(CC(=O)Nc4cc(F)ccc4F)c(=O)n3n2)c1
#30 COc1ccc(-n2ncc3c(NCCCOC(C)C)ncnc32)cc1
#31 CCCCN(CC)CCCNC(=O)c1sc2nc3n(c(=O)c2c1C)CCCCC3
#32 O=C(COc1ccccc1Cl)OCc1cc(=O)n2nc(C3CC3)sc2n1
#33 CCc1ccc(-c2[nH]nc3nc(-c4cc(OC)ccc4OC)cc(C(=O)O)c23)cc1
#34 COc1ccc(-c2noc(N3CCC(C(=O)N4CCN(c5ccccc5F)CC4)CC3)n2)cc1
#35 Oc1c(C(c2ccccc2)N2CCN(c3ccccc3)CC2)sc2nc(-c3ccco3)nn12 (stereo unspecified)
#36 Cc1ccc(N2CC(NC(=O)c3ccc4c(c3)OCO4)CC2=O)cc1 (stereo unspecified)

Compound,29,30,31,32,33,34,35,36
TRb SRC2 PPI,0.7%,7.7%,0.6%,-1.4%,-9.6%,?,3.5%,-0.6%
LMNA splice mod,14.3%[46 µM],?,-12.3%[46 µM],-5.8%[46 µM],?,?,?,5.1%[46 µM]
TR SRC2 fluor cs,-1.7%,-2.7%,7.0%,-3.0%,4.7%,56.2µM*[quencher],2.2%,-0.7%

Single entries from above.
Cc1ccc(N2CC(NC(=O)c3ccc4c(c3)OCO4)CC2=O)cc1 (stereo unspecified) @ LMNA splice mod: 5.1%[46 µM]
Oc1c(C(c2ccccc2)N2CCN(c3ccccc3)CC2)sc2nc(-c3ccco3)nn12 (stereo unspecified) @ TRb SRC2 PPI: 3.5%
COc1ccc(-c2noc(N3CCC(C(=O)N4CCN(c5ccccc5F)CC4)CC3)n2)cc1 @ TR SRC2 fluor cs: 56.2µM*[quencher]
CCc1ccc(-c2[nH]nc3nc(-c4cc(OC)ccc4OC)cc(C(=O)O)c23)cc1 @ TR SRC2 fluor cs: 4.7%

The list goes on.
#37 C=Cc1ccc(Cn2c(=O)n(CC3CCC(C(=O)NC(C)C)CC3)c(=O)c3sccc32)cc1 (stereo unspecified)
#38 CC(=O)c1ccc(NC(=O)CSc2nc(-c3ccccc3C)nc3c2c(=O)n(C)c(=O)n3C)cc1
#39 Cc1ccccc1OCC(=O)Nc1nnc(S(=O)(=O)N2CCCCCC2)s1
#40 O=C(Cn1c(SCc2cccc(F)c2)nc2cccnc21)Nc1ccc(F)c(Cl)c1
#41 CCc1ccccc1N1C(=O)N(Cc2ccc(C#N)cc2)c2ccccc2S1(=O)=O
#42 CCc1cnc2c(c1SCc1ccccc1C)c(=O)n(C)c(=O)n2C

Compound,37,38,39,40,41,42
TRb SRC2 PPI,9.4%,-2.6%,-2.3%,2.5%,0.2%,-4.4%
LMNA splice mod,29.4%[46 µM],14.4%[46 µM],3.3%[46 µM],-7.5%[46 µM],5.2%[46 µM],-6.6%[46 µM]
TR SRC2 fluor cs,-3.1%,1.0%,-13.4%,2.2%,?,-1.2%

A different layout for 2 compounds above.
Results follow in this order: TRb SRC2 PPI | LMNA splice mod | TR SRC2 fluor cs
40	O=C(Cn1c(SCc2cccc(F)c2)nc2cccnc21)Nc1ccc(F)c(Cl)c1
→ 2.5% | -7.5%[46 µM] | 2.2%
41	CCc1ccccc1N1C(=O)N(Cc2ccc(C#N)cc2)c2ccccc2S1(=O)=O
→ 0.2% | 5.2%[46 µM] | ?

Continued:
#43 Cc1ccc(N(Cc2cccs2)C(=O)COc2cccc(C)c2)cc1
#44 CC1CCc2c(sc3nc(-c4cc5cc(Br)ccc5oc4=O)[nH]c(=O)c23)C1 (stereo unspecified)
#45 Cc1ccc(NC(=O)c2ccco2)c(OCc2cc(=O)n3cc(C)sc3n2)c1
#46 Cc1ccc(N2CC(NC(=O)c3ccccc3Br)CC2=O)cc1 (stereo unspecified)
#47 CCC(=O)N1CCc2cc(CNC(=O)Nc3ccccc3Cl)ccc21
#48 Cc1ccc2c(c1)N(CC(=O)NCc1cccc(Cl)c1)C(=O)c1cccnc1O2

Compound,43,44,45,46,47,48
TRb SRC2 PPI,3.4%,-10.5%,2.2%,8.0%,5.8%,-1.4%
LMNA splice mod,-8.2%[46 µM],11.0%[46 µM],11.4%[46 µM],12.7%[46 µM],4.2%[46 µM],-7.2%[46 µM]
TR SRC2 fluor cs,-2.0%,6.8%,-0.8%,1.1%,-5.0%,-3.4%

#49 CC(Oc1ccccc1)C(=O)Nc1ccc(C(=O)OCc2cc(=O)n3ccsc3n2)cc1 (stereo unspecified)
#50 CC(C)CNc1ncnc2c1nnn2C
#51 COc1ccc(-c2cc(C(C)=O)c(C)n2CCC(=O)NC2CCCCC2)cc1
#52 COc1ccccc1Cn1c(CNS(=O)(=O)c2ccccc2Cl)nc2cccnc21
#53 Cc1ccc(CSc2nc3cccnc3n2Cc2nc(-c3ccccc3F)oc2C)cc1
#54 Cc1ccc(CNC(=O)c2c(-c3ccc(F)cc3F)noc2C)o1

Compound,49,50,51,52,53,54
TRb SRC2 PPI,-4.4%,0.3%,-5.9%,-2.4%,1.6%,-1.6%
LMNA splice mod,-7.6%[46 µM],14.0%[46 µM],-4.3%[46 µM],0.8%[46 µM],?,-6.3%[46 µM]
TR SRC2 fluor cs,-2.8%,1.1%,-1.6%,0.3%,5.1%,0.2%

#55 O=C(C1COc2cc(S(=O)(=O)Nc3ccc(Cl)cc3)ccc2O1)N1CCCC1 (stereo unspecified)
#56 CCOc1ccc(C2=CC(c3cc(Br)ccc3F)n3ncnc3N2)cc1Cl (stereo unspecified)
#57 Cc1c(C(=O)N2CCC(C(=O)Nc3ccc(F)cc3)CC2)sc2nc[nH]c(=O)c12
#58 c1ccc(N2CCN(c3ncnc4c3nc3n4CCCC3)CC2)cc1
#59 O=C(NCCCN1CCCCCC1)c1ccc2c(c1)sc1nc(-c3ccccc3)cn12
#60 COc1cccc(NC(=O)C(Cc2ccccc2)N2Cc3ccccc3C2=O)c1 (stereo unspecified)

Compound,55,56,57,58,59,60
TRb SRC2 PPI,-1.2%,-3.1%,1.8%,-3.4%,3.5%,-1.3%
LMNA splice mod,?,18.3%[46 µM],-8.5%[46 µM],-5.9%[46 µM],4.5%[46 µM],11.1%[46 µM]
TR SRC2 fluor cs,-5.3%,8.3%,-2.0%,1.2%,-21.2%,-18.3%

#61 COc1ccc(NC(=O)Cn2nnc(C(=O)Nc3ccc(C)c(F)c3)c2N)cc1Cl
#62 CN(C)CCNC(=O)C1CCN(c2nc3ccccc3[nH]2)CC1
#63 COc1ccc(Cl)cc1NC(=O)c1nc(S(C)(=O)=O)ncc1N(Cc1ccc(C)cc1)Cc1ccco1
#64 Cc1ccc(-n2c(SCC(=O)N3CCC(C)CC3)nc3c([nH]c4ccccc43)c2=O)cc1
#65 Cc1ccc([N+](=O)[O-])cc1S(=O)(=O)N1CCn2cccc2C1c1ccc(F)c(F)c1 (stereo unspecified)
#66 Cc1ccc(NC(=O)CSc2nc(=O)n(CCN3CCOCC3)c3c2CCC3)c(C)c1
#67 Cc1ccc(CNC(=O)C2CCN(c3nn4cc(-c5ccc(F)cc5)nc4s3)CC2)cc1
#68 Cc1ccc(NC(=O)c2oc3ccc(S(=O)(=O)N(C)C4CCCCC4)cc3c2C)c(C)c1

Compound,61,62,63,64,65,66,67,68
TRb SRC2 PPI,-5.9%,8.1%,-5.0%,-7.4%,-3.3%,-12.1%,4.2%,-4.7%
LMNA splice mod,?,7.9%[46 µM],?,-1.4%[46 µM],?,-14.4%[46 µM],9.3%[46 µM],0.1%[46 µM]
TR SRC2 fluor cs,1.2%,-2.3%,8.8%,-5.7%,-1.8%,0.5%,-8.7%,-2.4%

Screening data as filed in PubChem BioAssay.

An excerpt, so the mix of outcomes need not match the whole.
